Compound activity deposited in PubChem by several laboratories.
TRPC6 inhibitor = inhibitors of mouse TRPC6 channel | Q61143 | HEK293-TRPC6, membrane potential dye, ACh-evoked depolarization; hits give low values | hit rate 1.1% among 310,000 | B-score at 10 µM | AID 2553;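 active = B-score under library mean minus 3 SD, initial fluorescence not abnormally high, positive integrated signal ratio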;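 note: B-score derived from integrated fluorescence ratio over the kinetic read; more negative B-score means stronger inhibition of depolarization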
Target sequence (Q61143 whole entry, looked up): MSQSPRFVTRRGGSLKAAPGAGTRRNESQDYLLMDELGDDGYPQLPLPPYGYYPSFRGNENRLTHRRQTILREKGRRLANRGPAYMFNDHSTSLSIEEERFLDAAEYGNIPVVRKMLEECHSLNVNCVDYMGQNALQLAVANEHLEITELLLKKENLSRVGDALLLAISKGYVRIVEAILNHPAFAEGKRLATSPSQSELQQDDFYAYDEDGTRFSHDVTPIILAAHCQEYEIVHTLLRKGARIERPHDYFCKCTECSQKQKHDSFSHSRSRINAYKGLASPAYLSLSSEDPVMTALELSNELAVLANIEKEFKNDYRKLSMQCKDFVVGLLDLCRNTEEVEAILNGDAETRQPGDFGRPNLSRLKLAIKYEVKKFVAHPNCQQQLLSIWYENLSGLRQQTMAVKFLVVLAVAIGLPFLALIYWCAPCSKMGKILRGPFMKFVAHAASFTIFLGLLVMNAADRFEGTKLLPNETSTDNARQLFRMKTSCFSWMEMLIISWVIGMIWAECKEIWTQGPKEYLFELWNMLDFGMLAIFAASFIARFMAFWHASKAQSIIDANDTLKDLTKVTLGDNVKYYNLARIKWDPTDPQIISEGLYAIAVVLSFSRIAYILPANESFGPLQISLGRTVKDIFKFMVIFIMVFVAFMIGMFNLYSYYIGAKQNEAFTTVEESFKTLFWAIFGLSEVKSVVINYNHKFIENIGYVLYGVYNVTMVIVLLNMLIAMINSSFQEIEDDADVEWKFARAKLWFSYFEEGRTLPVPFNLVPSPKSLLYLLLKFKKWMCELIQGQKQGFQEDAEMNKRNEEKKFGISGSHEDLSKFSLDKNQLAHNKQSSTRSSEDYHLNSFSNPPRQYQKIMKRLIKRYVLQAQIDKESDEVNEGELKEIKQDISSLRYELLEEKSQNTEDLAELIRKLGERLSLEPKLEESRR
HIF act = HIF pathway transcriptional activation. U2OS HRE-luciferase reporter, luminescence; normalized: DMSO 0%, desferrioxamine 100%. activation, % at 7.5 µM (by protocol). hit rate 0.32% among 300,000. AID 1910;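 active = mean activation of at least 10% of the iron chelator positive control signal, with at least half of replicates also reaching 10%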
MrgX1 PAM = allosterically activates human MrgX1 receptor signaling. Q96LB2. MrgX1-HEK293, Fluo-4 calcium flux, FDSS; hits give high values. B-score at 10 µM. hit rate 0.63% among 310,000. AID 588675;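 active = plate-corrected calcium response at least 3 library SD above typical, normal starting fluorescence, not activating the receptor alone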;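 note: compound read alongside a low EC10 to EC30 dose of BAM8-22 agonist; peak minus trough fluorescence over baseline measured at the second addition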
TRPC4 inh = inhibitors of mouse TRPC4 channel; HEK293 TRPC4beta/mu-opioid, DAMGO-evoked Fluo4 calcium flux; hits give low values; B-score at 10 µM; Q9QUQ5; AID 2247; hit rate 0.39% among 300,000;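 active = B-score over 3 SD under the library average, no early fluorescence shift, positive overall ratio signal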
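Assay system: HEK293 cells with stable TRPC4beta plus mu-opioid receptor expression. Dosing: single dose. Measured by: Fluo4 Ca2+ flux fluorescence. Also added: DAMGO in two steps, submaximal then maximal. Read-out: B score from integrated Fluo4 fluorescence ratio.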
AI-2 QS modul = Vibrio harveyi AI-2 quorum sensing modulation. hit rate 0.4% among 300,000. Vibrio harveyi JMH597 AI-2 luminescence/OD600 ratio, 9 h; hits give low values; strain lacks LuxN and CqsS sensors; 0 = neutral-control median. activity change, % at 7.5 µM; in the data active = activity change below about -75%, passing the limit was not always enough;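 note: luminescence divided by OD600 gain over 9 h not by final OD600 alone; inactives centre near 13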
PolyA inhibitor = blocks polyadenylation in yeast reporter cells. hit rate 0.02% among 300,000. AID 1875. S. cerevisiae SKY197-pL101 polyadenylation reporter, beta-gal luminescence; efflux-impaired pdr1/pdr3 knockout yeast; score 100 = 6 SD above DMSO. calls only at 12 µM;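 active = lowest replicate activity score at least 50, where 100 means six control SD above control mean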;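 note: yeast exposed to compound for 9 h at 30 °C; higher score means more reporter readthrough which indicates perturbed polyadenylation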
TRPC6 act = activators of mouse TRPC6 channel. Q61143. HEK293-TRPC6 membrane potential dye fluorescence; hits give high values. B-score at 10 µM. hit rate 0.13% among 310,000. AID 2550;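 active = B-score of the integrated fluorescence ratio above library mean plus 3 SD, and starting fluorescence ratio within library mean plus 5 SD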;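 note: higher score means more depolarization so channel activation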
MrgX1 antagonist = antagonists of human MrgX1 receptor. Q96LB2. MRGX1-HEK293 calcium flux, Fluo-4, BAM8-22 antagonism; hits give low values. hit rate 1.3% among 310,000. B-score at 10 µM;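 active = calcium-response B-score plate-corrected more than 3 library SD below zero, starting fluorescence within 5 deviations, no agonist response on first addition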;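 note: peak minus trough fluorescence over baseline after final BAM8-22 challenge near maximal dose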
MrgX1 agonist = activates human MrgX1 receptor signaling; Q96LB2; MrgX1-HEK293 cells, Fluo-4 calcium fluorescence, agonist mode; hits give high values; B-score at 10 µM; hit rate 0.44% among 310,000; AID 588627;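 active = calcium response B-score plate-corrected fluorescence ratio at least 3 library SD, with starting fluorescence B-score inside 5 SD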
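Material – MrgX1-expressing HEK293 cells · Input – 15,000 cells seeded per well · Dosing – compound as first of three additions · Times – overnight seeding, then 1 h dark dye loading · Measured by – kinetic Fluo-4 NW fluorescence of intracellular calcium · Read-out – B-scored fluorescence response ratio · Benchmarks – positive and negative control wells on each plate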
TRPC4 agonist = opens the mouse TRPC4 cation channel; Q9QUQ5; HEK293 TRPC4beta/mu-opioid, Fluo4 calcium fluorescence; hits give high values; B-score at 10 µM; hit rate 0.49% among 310,000; AID 2237;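 active = B-score above 5 SD of library B-scores, and initial fluorescence ratio not above library mean plus 5 SD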;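 note: positive B-score marks a calcium rise read as TRPC4 activation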
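Material: TRPC4beta and mu-opioid receptor HEK293 stable cells | Incubation: 45 min room-temperature Fluo4 loading, 110 s read | Detection: Kinetic Fluo4 calcium fluorescence | Measure: Integrated baseline-normalised fluorescence ratio, converted to per-well B score | Benchmarks: Low control buffer alone, high control maximal DAMGO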
TRPC4 PAM = allosteric potentiators of mouse TRPC4 channel; Q9QUQ5; HEK293 TRPC4beta/mu-opioid, DAMGO EC20, Fluo-4 Ca2+ flux; hits give high values; B-score at 10 µM; hit rate 0.42% among 310,000; AID 2227;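 active = B-score of calcium response area above 5 SD of library B-scores, with initial fluorescence ratio within 5 SD of library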;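 note: B-score of integrated fluorescence ratio over time as area under calcium response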
Numbers without * were called inactive; i = inactive; · = no result given. The list is partial; count on the stated rates, not on these rows.

no.	molecule	TRPC6 inhibitor	HIF act	MrgX1 PAM	TRPC4 inh	AI-2 QS modul	PolyA inhibitor	TRPC6 act	MrgX1 antagonist	MrgX1 agonist	TRPC4 agonist	TRPC4 PAM
1	O=C(O)CSCC(=O)NCc1ccc(Cl)cc1Cl	i	-0.2	i	i	6	i	i	i	i	i	i
2	N/C(=N\OCC(=O)Nc1ccccc1)c1nonc1N	i	0.7	i	i	14	i	i	i	i	i	i
3	N=c1c(C(=O)NCC2CCCO2)cc2c(=O)n3ccccc3nc2n1Cc1ccco1 (stereo not given)	-5.3*	-1.1	i	i	·	i	i	i	i	i	i
4	Cc1cccc(N(CC(=O)N2CCCC2)S(=O)(=O)c2ccccc2)c1	i	-1.6	i	i	6	i	i	i	i	i	i
5	CC(=O)n1nc(-c2ccco2)nc1N	i	-0.2	i	i	22	i	i	i	i	i	i
6	COc1ccc(C2Nc3ccccc3C(=O)N2c2ccc(C)cc2)cc1COc1ccccn1 (stereo not given)	i	3.7	i	i	-1	i	i	i	i	i	i
7	CC(=O)NCCC(=O)N1CCc2c([nH]c3ccccc23)C1c1cccc(Cl)c1 (stereo not given)	i	0.6	i	i	-3	i	i	i	i	i	i
8	CCN(C1CCCCC1)S(=O)(=O)c1cc(C)ccc1OC	i	0.0	i	i	14	i	i	i	i	i	i
9	COc1ccc(NC(=O)c2cc(S(=O)(=O)N3CCc4ccccc43)cn2C)cc1	i	-0.3	i	i	-7	i	i	i	i	i	i
10	FC(F)(F)c1ccccc1NC(=S)NC1CCN(Cc2ccccc2)CC1	i	0.1	i	i	21	i	i	i	i	i	i
11	COc1ccc(CC(=O)NCC2(c3ccc(OC)c(OC)c3)CCOCC2)cc1	i	-26	i	i	16	i	i	i	i	i	i
12	O=C(CSc1ncnc2scc(-c3ccc(F)cc3)c12)c1ccc2c(c1)OCCO2	i	0.0	i	i	15	i	i	i	i	i	i
13	CCOC(=O)N1CCC2(CC1)C(C#N)=C(N)Oc1c2sc2nc(C)cc(C)c12	i	-0.1	i	i	18	i	i	i	i	i	i
14	CS(=O)(=O)c1cnc(-c2ccccc2)nc1-c1ccccc1Cl	i	-0.3	i	i	9	i	i	i	i	i	i
15	CC(C)C(=O)NC(=S)Nc1ccc(S(=O)(=O)N(C)Cc2ccccc2)cc1	i	·	i	i	20	i	i	i	i	i	i
16	O=C(Nc1ccc2c(c1)OCO2)C1CC(c2ccc(F)cc2)=NO1 (stereo not given)	i	1.1	i	i	14	i	i	i	i	i	i
17	CC(=O)N1CCC(C(=O)Nc2ccc3c(c2)CCC3)CC1	i	-0.6	i	i	5	i	i	i	i	i	i
18	CCCOc1ccc(C(=O)N2CCN(Cc3ccc4c(c3)OCO4)CC2)cc1	i	-1.5	i	i	-15	i	i	i	i	i	i
19	COc1ccccc1N1CCN(C(=O)c2oc3ccc(Br)cc3c2C)CC1	i	·	i	i	19	i	i	i	i	i	i
20	COc1ccc(CN(C(=O)c2cc3ccccc3oc2=O)C2CCS(=O)(=O)C2)cc1OC (stereo not given)	i	3.6	i	i	7	i	i	i	i	i	i
21	Cc1ccc2c(C)cc[n+](CCCS(=O)(=O)[O-])c2c1	i	5.0	i	i	22	i	i	i	i	i	i
22	COc1ccc(C(C)=O)cc1CN1C(=O)NC2(CCCCC2C)C1=O (stereo not given)	i	-0.5	i	i	4	i	i	i	i	i	i
23	Cc1ccccc1NC(=O)CCNS(=O)(=O)c1ccc2c(c1)CCC(=O)N2	i	-0.5	i	i	17	i	i	i	i	i	i
24	CCOc1ccc(N(C(C)C(=O)N/N=C(\C)c2cccc(NC(=O)c3ccccc3)c2)S(C)(=O)=O)cc1 (stereo not given)	i	0.1	i	i	30	i	i	i	i	i	i
25	O=C(c1ccc(-c2ccccc2Cl)o1)N1CCN(c2ccccc2O)CC1	i	0.0	i	i	17	i	i	i	i	i	i
26	O=C(O)/C=C/C(=O)Nc1ccc(-n2nccc2C(F)(F)F)cc1	i	0.7	i	i	-1	i	i	i	i	i	i
27	Cc1cccc(C)c1NC(=S)NCc1ccccc1	i	0.2	i	i	-4	i	i	i	i	i	i
28	COc1ccccc1C(=O)N(Cc1ccc(C)o1)C1CCS(=O)(=O)C1 (stereo not given)	i	-1.0	i	i	10	i	i	i	i	i	i
29	CCN(CC)S(=O)(=O)c1cccc(C(=O)N2CCCCC2)c1	i	-0.3	i	i	-7	i	i	i	i	i	i
30	Cc1cccc(-n2c(N)cc(=O)nc2SCC(=O)Nc2ccccc2)c1	i	0.0	i	i	20	i	i	i	i	i	i
31	O=c1cc(-c2cccc([N+](=O)[O-])c2)[nH][nH]1	i	-0.3	i	i	34	i	i	i	i	i	i
32	CCOc1ccccc1/C=C(\C#N)C1=CCCC1	i	-0.7	i	i	12	i	i	i	i	i	i
33	Cc1nnc(NC(=O)CSc2nnc(CNC(=O)c3ccc(S(=O)(=O)N(C)C)cc3)o2)s1	i	0.2	i	i	19	i	i	i	i	i	i
34	CN(Cc1ccccc1)CC(O)COc1ccc(CNCCc2ccncc2)cc1 (stereo not given)	i	0.5	i	i	9	i	i	i	i	i	i
35	CCOC(=O)c1nn(-c2ccc(C)c(C)c2)c(=O)c(C#N)c1C	i	-0.6	i	i	5	i	i	i	i	i	i
36	COc1ccc(N2CCN(C(=O)c3ccc(Oc4ccc(C(F)(F)F)cn4)cc3)CC2)cc1	i	-0.4	i	·	22	i	i	i	i	i	i
37	CN(C)c1ccc(C(=S)NC2CCCCC2)cc1	i	1.9	i	i	17	i	i	i	i	i	i
38	CN(c1ccc(OCC(=O)OCC(=O)Nc2ccccc2)cc1)S(=O)(=O)c1cccs1	i	-31	i	i	30	i	i	i	i	i	i
39	Cc1ccc(NC(=O)NCc2cccnc2)cc1	i	0.8	i	i	13	i	i	i	i	i	i
40	O=S(=O)(NC1CCSc2ccccc21)c1ccc(Cl)nc1 (stereo not given)	-6.2*	-0.1	i	i	1	i	i	i	i	i	i
41	CCC(=O)N1CCN(c2ccc(NC(=O)c3ccco3)cc2Cl)CC1	i	1.0	·	i	16	i	i	·	·	i	i
42	COC(=O)c1ccc(NC(=O)N2CCCC(C(=O)c3ccccc3OC)C2)cc1 (stereo not given)	-9.2*	0.0	i	i	2	i	i	i	i	i	i
43	COc1ccc(/C=C2\SC(=S)N(CCC(=O)NCCc3ccc(O)cc3)C2=O)cc1	i	0.1	i	i	47	i	i	i	i	i	i
44	COc1ccc(C(=O)N/N=C/c2c(C)[nH]c(=O)[nH]c2=O)cc1	i	0.3	i	i	-3	i	i	i	i	i	i
45	Cc1nnc(NC2CCCCC2)[nH]c1=O	i	0.3	i	i	-7	i	i	i	i	i	i
46	CCOc1ccc(Nc2nc3ccccc3n2C)cc1	i	2.0	i	i	-9	i	i	i	i	i	i
47	CN(C)S(=O)(=O)c1ccc(C(=O)Nc2ccc(S(=O)(=O)NC3=NCCCCC3)cc2)cc1	i	-1.7	i	i	17	i	i	-7.5*	i	i	i
48	COc1cc(/C=N/N=C2\CC3CCC2(C)C3(C)C)ccc1O (stereo not given)	i	-3.6	i	i	9	i	i	i	i	i	i
49	COC(=O)C1=C(NC(C)=O)CCS1	i	-0.3	i	i	3	i	i	i	i	i	i
50	CCCOc1ccc(-c2nc3c(c(=O)[nH]c(=O)n3Cc3ccccc3)n2CCO)cc1OCC	i	-0.1	i	i	10	i	i	i	i	i	i

Continuation:
no.	molecule	TRPC6 inhibitor	HIF act	MrgX1 PAM	TRPC4 inh	AI-2 QS modul	PolyA inhibitor	TRPC6 act	MrgX1 antagonist	MrgX1 agonist	TRPC4 agonist	TRPC4 PAM
51	Cc1c(NC(=O)Nc2ccc3c(c2)OCO3)c(=O)n(-c2ccccc2)n1C	i	0.4	i	i	14	i	i	i	i	i	i
52	Cc1ccc(C(=O)OCC(=O)N(CCc2ccccc2)Cc2ccccc2)cc1S(=O)(=O)N1CCOCC1	i	1.2	i	i	8	i	i	i	i	i	i
53	COC(=O)CCC(=O)OC1(C)C(=O)C2=CN(C(CO)CO)C(c3ccc(OC)cc3)=CC2=C(Br)C1=O (stereo not given)	i	0.8	i	i	28	i	i	i	i	i	i
54	CC(C)(C)c1ccc(-c2n[nH]c(=S)n2CCCN2CCOCC2)cc1	i	1.1	i	i	2	i	i	i	i	i	i
55	CCOC(=O)C1CCCN(C(=O)c2cc(Nc3ccc(OC)cc3OC)nc3ccccc23)C1 (stereo not given)	i	0.3	i	i	26	i	i	i	i	i	i
56	CN(C)S(=O)(=O)c1ccc(N2CCCC2)c(C(=O)NNC(=O)COc2ccc(Cl)cc2)c1	i	-0.1	i	i	19	i	i	i	i	i	i
57	Cc1ccccc1NS(=O)(=O)c1cc(C(=O)Nc2cccc([N+](=O)[O-])c2)ccc1C	i	-0.3	i	i	25	i	i	i	i	i	i
58	CCC(C)(C(=O)Nc1ccc(OC)cc1)N(C)C(=O)Cn1nnnc1N (stereo not given)	i	0.6	i	i	2	i	i	i	i	i	i
59	N#CC(c1ccccc1)c1ccc(=O)[nH]n1 (stereo not given)	i	-0.2	i	i	1	i	i	i	i	i	i
60	CCOC(=O)C[C@H]1c2cc(F)ccc2S(=O)(=O)N1c1ccccc1	i	0.1	i	i	2	i	i	i	i	i	i
61	CC1=C(C(=O)OCc2ccccc2)C(c2ccccc2-c2ccccc2)NC(=O)N1CCCCCC(=O)O (stereo not given)	i	-1.1	i	i	33	i	i	i	i	i	i
62	CC1(C)CC(Cc2nc(=S)[nH][nH]2)C(=O)O1 (stereo not given)	i	-0.1	i	i	5	i	i	i	i	i	i
63	Cc1ccc(NC(=O)NC(=O)CSc2nnnn2C)c(C)c1	i	·	i	i	10	i	i	i	i	i	i
64	O=C(NCc1ccccc1)C1=C[C@@H](c2ccccc2)C[C@@H](OCCCCO)O1	i	-0.2	i	i	28	i	i	i	i	i	i
